# hcGAS lum: human cGAS inhibition | Q8N884 | recombinant h-cGAS, ATP depletion, Kinase-Glo luminescence | inhibition, % at 12.5 µM | actives 0.081% (n = 290,000) | AID 1259398;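 also: 0% = vehicle reaction and 100% = reaction without DNA for no activity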
# Target sequence (Q8N884 whole entry, looked up): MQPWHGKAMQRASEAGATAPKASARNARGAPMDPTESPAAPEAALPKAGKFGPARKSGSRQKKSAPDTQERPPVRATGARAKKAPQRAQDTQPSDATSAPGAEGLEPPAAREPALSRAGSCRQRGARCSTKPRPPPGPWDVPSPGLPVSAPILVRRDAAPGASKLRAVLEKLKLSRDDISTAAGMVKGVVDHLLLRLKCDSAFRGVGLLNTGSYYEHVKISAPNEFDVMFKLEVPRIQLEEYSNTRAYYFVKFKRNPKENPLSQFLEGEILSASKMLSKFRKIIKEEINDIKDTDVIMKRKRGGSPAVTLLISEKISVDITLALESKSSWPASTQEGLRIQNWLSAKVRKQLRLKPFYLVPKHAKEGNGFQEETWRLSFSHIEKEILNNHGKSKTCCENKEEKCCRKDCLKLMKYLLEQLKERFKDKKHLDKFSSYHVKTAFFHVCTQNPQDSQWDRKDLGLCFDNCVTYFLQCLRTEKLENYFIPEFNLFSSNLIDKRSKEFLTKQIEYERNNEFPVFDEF
# NPYLR7 agonist: mosquito NPYLR7 agonism; HEK293T NPYLR7/Galpha15, GCaMP6s calcium fluorescence; activation, % at 10 µM; actives 0.15% (n = 270,000); AID 1259423; in the data active = activation above about 40%;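 also: 0% = vehicle and 100% = reference agonist at the receptor; some compounds past the cut are filed as inactive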
# mcGAS inh: mouse cGAS inhibition by luminescence; Q8C6L5; recombinant cGAS, Kinase-Glo ATP depletion luminescence; inhibition, % at 12.5 µM; actives 0.15% (n = 160,000);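 also: 0% = negative control wells and 100% = reference inhibitor with no enzyme activity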
# * marks the source's active call; other numbers are inactive results; nt = not tested or not shown; & = joins results of further samples. Rule as the data show it, unless noted: active = inhibition above about 40%; inactive = the rest.
Compound	NPYLR7 agonist	hcGAS lum	mcGAS inh
O=C(Cn1cc(-c2nnc(-c3ccccc3)o2)c2ccccc21)N1CCOCC1	0	-5	-7
Cc1cccnc1[C@H](C)NC(=O)C1(c2ccc(F)cc2)CCOCC1	-3	-6	nt
CC(C)Cc1ccc(C(C)C(=O)NCCc2c[nH]c3ccccc23)cc1 (stereo not drawn)	-8	-1	-1
Cc1nn(-c2nc3ccccc3[nH]2)c2c1C(=O)CC(c1ccccc1)C2 (stereo not drawn)	5	-9	nt
CCCCc1ccc(C(=O)N2CCN(C(=O)CN3CCc4sccc4C3c3ccc(Cl)cc3)CC2)cc1 (stereo not drawn)	2	2	-1
COc1cccc(-c2nc(OCC(C)C)nn2-c2cccc(NC(=O)c3cccs3)c2)c1	7	-11	-6
Cc1ccc(C)c(S(=O)(=O)N2CCN(C(=O)C3CCC3)CC2)c1	1	-2	nt
O=C(NCCc1ccc(Cl)cc1Cl)C1CSC2(CCNCC2)N1 (stereo not drawn)	18	-7	nt

# (list continues)
Compound	NPYLR7 agonist	hcGAS lum	mcGAS inh
CNC(=O)c1cc2cc(OC)ccc2oc1=N	-6	8	-4
COc1cccc(C2C(C(=O)c3cccs3)=C(O)C(=O)N2CCN2CCOCC2)c1OC (stereo not drawn)	-1	-2	-4
CC(NC(=O)NCc1cccnc1)c1ccc(Cl)c(Cl)c1 (stereo not drawn)	-1	0	nt
O=C(CCC1CCN(Cc2cc3ccccc3s2)CC1)NCC1CCCO1 (stereo not drawn)	8	-5	-3
CC(C(=O)Nc1sc2c(c1C(N)=O)CCC2)N1CCN(CCOc2ccccc2Cl)CC1 (stereo not drawn)	4	-7	-7
O=C1/C(=C/c2cccs2)CCC/C1=C\c1cccs1	5	-4	nt
CC1CCCCN1Cc1ccc(CNC(=O)c2ccc(NS(C)(=O)=O)cc2)cc1 (stereo not drawn)	5	-7	nt
O=C1CN(C(=O)c2ccc(C3CCCCC3)cc2)CCN1	0	-9	nt

# The list goes on.
Compound	NPYLR7 agonist	hcGAS lum	mcGAS inh
CCCCC(CC)C(=O)Oc1ccc(-c2nc3ccc(Br)cn3c2NC2CCCCC2)cc1OC (stereo not drawn)	6&-12	-3&-1	-7&1
CS(=O)(=O)N1CCC(c2nc(-c3ccc(C(F)(F)F)cc3)no2)CC1	3	-2	-3
CCN1Cc2cc3c(cc2N(CC(O)CC(F)(F)F)CCC1=O)OCO3 (stereo not drawn)	2	-3	-6
Cc1cc(C)cc(N2C(=O)C3N=NN(c4ccc(F)c(Cl)c4)C3C2=O)c1 (stereo not drawn)	nt	-1	2
COC1CCN(C(=O)NCC(N)=O)CC(=O)N(C)c2ccccc21 (stereo not drawn)	5	-6	-6
CC(C)NC(=O)C(NC(=O)c1ccc(F)cc1)C1CCN(C(=O)c2cccc(Br)c2)CC1 (stereo not drawn)	4	-5	-4
N#CC1C(=N)Oc2cc(N)ccc2C1c1cccnc1 (stereo not drawn)	12	-3	nt
CNc1ccc(-c2ccc(NC(=O)OC)cc2)cn1	0	-18	nt

# (further entries)
Compound	NPYLR7 agonist	hcGAS lum	mcGAS inh
CCOc1cccc2c1OC[C@@H]1CN(CCC#N)C(=O)CCN(C(=O)Cc3cccs3)[C@H]21	29	-5	-5
Cn1c(=O)oc2ccc(C(=O)N3CC(c4ccncc4)C3)cc21	2	-7	-17
O=C(NC1CCN(c2ccccc2C(=O)NC2CCCc3ccccc32)CC1)c1ccc(Cl)cc1 (stereo not drawn)	2	-2	-3
COc1ccc(OC)c(-c2cnc(-c3ccc(CNC(=O)c4cccs4)cc3)[nH]2)c1	6	1	-1
CCCc1nc(N2CCN(C(=O)c3cccc([N+](=O)[O-])c3)CC2)c2c(C)nn(-c3ccc(F)cc3)c2n1	-5	-5	-10
COCCN(Cc1ccco1)CC(O)COc1ccc(OC)cc1 (stereo not drawn)	20	-3	-5
Cn1nc(C(=O)N2CCc3cc(S(=O)(=O)N4CCCCC4)ccc32)ccc1=O	3	1	-9
Cn1cnnc1Sc1ccc(CN2CCCC(N3CCN(c4ccccc4)CC3)C2)o1 (stereo not drawn)	3	-5	nt

# Arranged by molar mass (descending): some entries from above
Compound	NPYLR7 agonist	hcGAS lum	mcGAS inh
O=C(NC1CCN(c2ccccc2C(=O)NC2CCCc3ccccc32)CC1)c1ccc(Cl)cc1 (stereo not drawn)	2	-2	-3
Cn1nc(C(=O)N2CCc3cc(S(=O)(=O)N4CCCCC4)ccc32)ccc1=O	3	1	-9
COCCN(Cc1ccco1)CC(O)COc1ccc(OC)cc1 (stereo not drawn)	20	-3	-5

# (more compounds)
Compound	NPYLR7 agonist	hcGAS lum	mcGAS inh
Cc1nc(C(C)C)sc1C(=O)NCc1ccc2c(c1)OCCCO2	4	-9	-12
O=c1cc(CSc2ccc3ccccc3n2)nc2sccn12	-2	9	nt
Cc1ncc2c(c1CNC(=O)CSc1ccccc1)CCN(C(=O)CC1=CCCCC1)C2	14	-7	-11
Cc1cccc(-c2ncc(CN(C)Cc3cn[nH]c3-c3ccccc3)cn2)c1	-2	-7	-11
O=C1C(Nc2cccc(O)c2)=C(n2nnc3ccccc32)C(=O)c2ccccc21	-1	-7	nt
Cc1cc(C)cc(NC(=O)CCc2ccc(S(=O)(=O)N3CCCCC3)cc2)c1	6	-6	nt
O=c1oc2ccccc2cc1-c1nnc(-c2ccccc2)o1	-5	1	-6
COCCN(CC1CCN(Cc2ccccc2F)CC1)C1CCC1	11	-5	-7

# The listing continues:
Compound	NPYLR7 agonist	hcGAS lum	mcGAS inh
COCCNc1ccc(CNC(=O)C(C)(C)C#N)cc1	0	-6	nt
CCC1CN(C(=O)CCCn2cccn2)CCC(=O)N1Cc1ccccc1 (stereo not drawn)	9	-9	nt
Cn1c2ccccc2c(=O)c2c(=O)n(CCc3ccccc3)c(-c3ccco3)nc21	6	-4	nt
COc1ccccc1C(=O)N1CCCN(c2nc(Cc3ccc(F)cc3)ns2)CC1	17	-1	-5
CCCCCCCCCCCCCCCC[N+](C)(C)CCN(Cc1ccc(OC)cc1)c1ncccn1	-10&-1	-2&-10	-5
Nc1nc(N2CCCCC2)nc(N2CCN(Cc3ccccc3)CC2)c1[N+](=O)[O-]	0	-4	nt
COCCN(Cc1nc2cc(Cl)ccc2o1)C(=O)c1cc(F)cc(F)c1	1	-3	-6
CCc1[nH]c(C(=O)N2CCCC(NC(=O)C(C)C)C2)c(C)c1C(=O)OC (stereo not drawn)	-2	2	nt

# Next records
Compound	NPYLR7 agonist	hcGAS lum	mcGAS inh
COc1ccc(CCNC(=O)Cn2nc([N+](=O)[O-])c(Br)c2C)cc1OC	-3	-6	nt
Cc1ccc(-n2nc(C)c(N=Nc3ccc(F)cc3C)c2N)cc1	7	-2	nt
CC1(C(=O)NS(=O)(=O)c2ccc(Cl)cc2)CCN1C(=O)Cc1cc(F)ccc1F (stereo not drawn)	1	-10	nt
Cc1cc(-c2ccccc2)nc2cc(C(=O)NCc3ccco3)nn12	-11	-2	-4
CC(C)(C)c1ccc(C(O)c2ncc(-c3cccc(F)c3)[nH]2)cc1 (stereo not drawn)	0	-12	nt
O=C(NCc1nnnn1C1CCCCC1)Nc1c(F)cccc1F	-2	-4	nt
Cc1ncc(C)c(N2CCC(c3[nH]ncc3Cc3ccccc3)CC2)n1	12	0	nt
OCc1ccc(-c2nccn2CC2OCCc3ccccc32)o1 (stereo not drawn)	nt	-2	-11

# Remaining list, next part:
Compound	NPYLR7 agonist	hcGAS lum	mcGAS inh
CCN(CC)c1ccc(-c2nnc(SC3CCCCNC3=O)o2)cc1 (stereo not drawn)	6	-6	nt
O=c1[nH]c2cc3[nH]c(=O)c(=O)[nH]c3cc2[nH]1	1	5	nt
COc1c(C)cnc(CNC(=O)NCc2nnc3n2CCC3)c1C	1	-5	nt
CCOC(=O)Cc1c(C)nc2ncnn2c1NC1CCN(Cc2ccccc2)C1 (stereo not drawn)	nt	-5	-7
COc1ccc(C(=O)N2CCC(n3nccc3NC(=O)c3ccccc3C)CC2)o1	5	-13	-12
O=C(c1ccccc1F)N1CCN(c2ccc([N+](=O)[O-])c3ncccc23)CC1	-12	-2	-6
Cc1ccsc1C(CNC(=O)c1cnn2ccn(C)c12)N(C)C (stereo not drawn)	20	-9	nt
CCc1nnc(CN(C)c2nc(C)ncc2CC)o1	3	0	nt

# Following part:
Compound	NPYLR7 agonist	hcGAS lum	mcGAS inh
NC(Cc1ccccc1)c1csc(Nc2nncc3ccccc23)n1 (stereo not drawn)	-2	-6	-6
CN(C)c1ccc(C(N)=S)cc1	0	-6	nt
COc1ccc2nc(N(Cc3cccnc3)C(=O)CCc3ccccc3)sc2c1	-8	-2	-8
CC1(C)CC2CC(C)(CN2C(=O)c2ccc(CSc3nc(Cl)cc(N4CCC5(CC4)OCCO5)n3)cc2)C1 (stereo not drawn)	3	-1	-3
COCCN(CC(=O)N(CCc1c[nH]c2ccccc12)Cc1ccc(C)cc1)C(=O)Nc1ccc(F)c(F)c1	5	-2	-4
O=C(COc1cc(F)ccc1[N+](=O)[O-])Nc1ccc(S(=O)(=O)C(F)F)cc1	6	-6	nt
COc1ccc(O)c(C(=O)c2cc(C#N)c(=O)n(-c3nccs3)c2)c1	-8	5	nt
Cc1cn2c3c(=O)n(C)c(=O)n(C)c3nc2n1-c1ccc(Cl)cc1	-3	-7	nt

# The listing continues.
Compound	NPYLR7 agonist	hcGAS lum	mcGAS inh
CC(C)(NC(=O)c1ccc(F)c(F)c1)c1ccccc1	3	-17	-9
CC(C)CNC(=O)[C@@]1(OCc2cccc(Cl)c2)CC(OCc2ccc(C(F)(F)F)cc2)[C@H](O)[C@H](O)C1 (stereo partly drawn)	12	-9	-6
COC(=O)c1ccc(OC(C(=O)NC2CC2)c2ccccc2)cc1 (stereo not drawn)	-7	9	nt
Cc1nn(-c2ccccc2)nc1C(=O)N1CCCC1c1nnc2n1CCCCC2 (stereo not drawn)	-1	6	nt
CC(=O)NCC1CC(=O)N(c2ccccc2)C1 (stereo not drawn)	5	-3	nt
CC1=CC[C@@H]2CN(C(=O)c3ccc4ncccc4c3)C[C@@H]2C1	6	-6	-13
CC(C)N(C)C(=O)C1CCCN1S(C)(=O)=O (stereo not drawn)	-1	6	nt
COc1ccc(Cc2nnc(NC(=O)C(C)(C)C)s2)cc1OC	-8	3	-3

# The listing continues:
Compound	NPYLR7 agonist	hcGAS lum	mcGAS inh
O=C(CSc1ccc2nc(-c3ccccc3)cn2n1)N1CCOCC1	4	-11	nt
COCCN1CN=C(Nc2nc3ccccc3o2)NC1	10	-3	nt
Cc1cc(Cl)ccc1NC(=O)c1ccc(Cl)o1	-7	10	4
O=C(c1cccc(F)c1F)N1CCC(n2nc(-c3ccccc3)cc2-c2ccccc2)CC1	2	-8	-6
COc1cccc(-n2cc(CN(C)Cc3nc(-c4ccccc4)no3)cn2)c1	15	-8	nt
CCOC(=O)c1c(NC(=O)COC(=O)C2C3CC4CC(C3)CC2C4)oc(C)c1C(C)=O (stereo not drawn)	-2	-9	-9
N#Cc1ccccc1CNC1CCCC1	7	-10	nt
COc1ncc(CN(C)C(C)c2ccccn2)cn1 (stereo not drawn)	13	-6	nt

# (listing goes on)
Compound	NPYLR7 agonist	hcGAS lum	mcGAS inh
CCCNC(=O)Cn1nc2c(c1NC(=O)CSCc1ccccc1)CSC2	1	2	4
Nc1nonc1-n1nnc(C(=O)N/N=C\c2coc3ccccc3c2=O)c1-c1ccccc1	13	-2	-5
COCCOc1nc(-c2cccs2)n(-c2cccc(NC(=O)c3cccc(F)c3)c2)n1	16	-7	-8
CCCc1nc(N2CCCC(C(=O)OCC)C2)c2cnn(C)c2n1 (stereo not drawn)	-2	-3	-12
CC1(C)CC(=O)C2C(=Nc3ccccc3NC2c2coc3c(Cl)cc(Cl)cc3c2=O)C1 (stereo not drawn)	0	-2	-6
COc1cc(N2CCC(N3CCCC(C(=O)NC4CC4)C3)CC2)ncn1 (stereo not drawn)	23	-7	nt
Cc1ccc2c(CN3CCCC3c3ccccc3)cc(=O)oc2c1C (stereo not drawn)	0	-6	-4
CN(C)[C@@H]1C(=O)C(C(=O)NCNC(CCCCN)C(=O)O)C(=O)[C@@]2(O)C(=O)C3=C(O)c4c(O)cccc4[C@@](C)(O)[C@H]3C[C@@H]12 (stereo partly drawn)	21	-5	nt

# In the list so far, 3 contain a CF3 group:
Compound	NPYLR7 agonist	hcGAS lum	mcGAS inh
CS(=O)(=O)N1CCC(c2nc(-c3ccc(C(F)(F)F)cc3)no2)CC1	3	-2	-3
CCN1Cc2cc3c(cc2N(CC(O)CC(F)(F)F)CCC1=O)OCO3 (stereo not drawn)	2	-3	-6
CC(C)CNC(=O)[C@@]1(OCc2cccc(Cl)c2)CC(OCc2ccc(C(F)(F)F)cc2)[C@H](O)[C@H](O)C1 (stereo partly drawn)	12	-9	-6

# Going on with the list.
Compound	NPYLR7 agonist	hcGAS lum	mcGAS inh
CC(NC(=O)NCCc1ccccc1)c1ccc(Br)cc1 (stereo not drawn)	-5	6	nt
C=C(C)Cn1c(C(=O)N2CCN(C/C=C/c3ccccc3)CC2)cc2ccsc21	-5	-5	-4
NC(=O)c1cccnc1N1C[C@H]2OC(=O)N(CCc3ccc(F)cc3)[C@H]2C1	-1	-7	-12
CC(C)(C)c1ccccc1NC(=O)c1cccc(C(=O)N2CCCC2)n1	-14	4	nt
Cc1cc(C)c(C(=O)N2CCC3(CCN(C)C3)CC2)c(C)c1	7	0	-13
COc1ccc(-c2csc(NC3CCCC3)n2)c(OC)c1	5	-11	-8
CC(C)N(Cc1nccn1C)C(=O)c1ccc2oc(CCc3ccccc3)nc2c1	19	-3	nt
CC(C)c1ccc(CN(Cc2ccc(F)cc2)Cc2nc(C(=O)O)co2)cc1	14	-5	-5
CN(CC1CCCN(CCc2ccc(Cl)cc2)C1)C(=O)c1ccc(-n2cnnn2)cc1 (stereo not drawn)	-2	-3	nt
CCNC(=O)N(Cc1ccccc1OC)c1ccc(CC(=O)NCCN(C)C)cc1	nt	-6	-5
Cc1nc(CCC(=O)N2CCC3(CCCN(CCCc4ccccc4)C3)C2)n[nH]1 (stereo not drawn)	3	-6	nt
